SR-BI DiI inh – inhibitors of SR-BI mediated HDL lipid uptake, primary screen, ldlA[mSR-BI] cells, fluorescence, single point; actives 0.96% (n = 320,000); ldlA[mSR-BI] CHO cells, DiI-HDL uptake fluorescence, 3 h; Scavenger receptor class B member 1 (Mus musculus), Q61009; inhibition, % at 12.5 µM; AID 488896, 2010;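 active means mean replicate inhibition of at least 70% and a set share of replicates each scoring 70 or more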;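 further: 0% = median of neutral control wells and 100% = median of positive control wells; values of inactives mirror those of a sister screen read the other way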
Target sequence (Q61009 whole entry, looked up): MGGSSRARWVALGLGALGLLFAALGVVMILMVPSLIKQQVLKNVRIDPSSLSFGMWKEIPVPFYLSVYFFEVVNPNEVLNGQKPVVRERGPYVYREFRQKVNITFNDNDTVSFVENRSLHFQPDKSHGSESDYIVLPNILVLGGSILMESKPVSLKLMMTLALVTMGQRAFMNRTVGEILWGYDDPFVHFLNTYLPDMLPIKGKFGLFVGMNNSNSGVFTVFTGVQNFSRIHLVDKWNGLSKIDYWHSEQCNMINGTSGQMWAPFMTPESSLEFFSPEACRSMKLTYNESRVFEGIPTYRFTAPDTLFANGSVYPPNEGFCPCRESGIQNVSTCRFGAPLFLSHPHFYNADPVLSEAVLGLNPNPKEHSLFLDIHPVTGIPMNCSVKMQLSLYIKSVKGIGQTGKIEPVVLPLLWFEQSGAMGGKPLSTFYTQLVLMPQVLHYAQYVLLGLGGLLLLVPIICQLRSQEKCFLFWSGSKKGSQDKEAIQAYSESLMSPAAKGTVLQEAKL
phage Ecoli inh – growth loss of phage-infected E. coli, primary screen, RecBCD inhibitor project, absorbance, with phage, HTS; inhibition, % at 11.9 µM; actives 0.26% (n = 360,000); in the data active means inhibition above about 11%
Wnt bcat act – Wnt/beta-catenin pathway activators, primary screen, cell-based, plate reader, single point; activation, % at 9.35 µM; Wnt/beta-catenin reporter cell assay, activator; actives 1.2% (n = 300,000); in the data active means activation above about 30%, passing the limit was not always enough;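 further: 0% = neutral control wells and 100% = positive control wells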
Tat export inh – E. coli Tat export inhibitors, primary screen, MC4100, TorA-mCherry reporter, fluorescence, single point; inhibition, % at 10 µM; actives 0.036% (n = 340,000); AID 488895, 2010;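 active means mean replicate inhibition at least 50% and at least half of replicates individually reaching 50%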;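 further: exported cargo escapes ClpAP degradation while cytoplasmic cargo is degraded and loses fluorescence; 0% = median of neutral control wells and 100% = median of NaSCN control wells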
MITF act – activators of MITF-driven TRPM1 promoter reporter, primary screen, cell-based, SK-MEL-5, luciferase, single point | SK-MEL-5 TRPM1-promoter luciferase, 24 h; % of positive control, neutral wells = 0 | activation, % at 12.5 µM | actives 0.75% (n = 300,000) | AID 588334, 2011;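 active means mean activation of at least 80% with every replicate also reaching 80%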;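 further: 0% = neutral control wells and 100% = parthenolide positive control wells; values of inactives mirror those of a sister screen read the other way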
CAL PDZ FP-1 – CAL PDZ peptide-binding inhibitors, primary screen, biochemical, fluorescence polarization, Cer-tagged CAL PDZ, HTS; Golgi-associated PDZ and coiled-coil motif-containing protein (Homo sapiens), Q9HD26; purified CAL PDZ, TMR-peptide fluorescence polarization, 1 h; inhibition, % at 20 µM; actives 0.02% (n = 330,000); AID 504414, 2011;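 active means highest replicate inhibition of at least 40%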;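 further: plate controls were DMSO neutral control wells for no effect and unlabeled competitor peptide control wells for full effect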
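material = purified tagged CAL PDZ domain construct (CerCALP) | compound dosing = 20 µM, one dose | times = 1 h at RT | measured by = fluorescence polarization from S- and P-plane intensities, G-factor corrected | read-out = inhibition from polarization loss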
Ecoli viability – E. coli V3065 growth inhibition, primary screen, counter-screen for AddAB inhibitor project, absorbance, OD600; 18 h; inhibition, % at 11.9 µM; actives 0.27% (n = 330,000); AID 449728, 2010;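 active means inhibition above the campaign's mean inhibition across all tested compounds plus 3 SD, cut at about 9.9% in these data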;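 further: uninfected addAB+ strain grown without phage in ampicillin broth; 0% = DMSO wells and 100% = ciprofloxacin 0.95 µg/ml wells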
AddAB inh – growth inhibition of E. coli expressing H. pylori AddAB, primary screen, AddAB inhibitor project, absorbance; inhibition, % at 11.9 µM; actives 0.29% (n = 330,000); AID 435030, 2010; in the data active means inhibition above about 12%;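 further: 0% = vehicle wells of infected cells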
CAL PDZ FP-2 – untagged CAL PDZ binding inhibitors, primary screen, biochemical, fluorescence polarization, HTS. Golgi-associated PDZ and coiled-coil motif-containing protein (Homo sapiens), Q9HD26. purified CAL PDZ, TMR-peptide fluorescence polarization, 1 h. inhibition, % at 24.9 µM. actives 0.92% (n = 300,000). AID 602252, 2012;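 active means mean inhibition of at least 30% with at least half of replicates also reaching 30%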;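 further: 0% = DMSO neutral control and 100% = excess unlabeled competitor peptide PRC23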
SR-BI uptake up – activators of SR-BI mediated DiI-HDL uptake, primary screen, ldlA[mSR-BI] CHO cells, DiI fluorescence; 3 h; 100 = double the neutral-control signal; activation, % at 12.5 µM; actives 0.096% (n = 320,000);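 active means mean replicate activation of at least 60% and every replicate at or above 60%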;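 further: 0% = median plate neutral-control signal and 100% = twice that signal; values of inactives mirror those of a sister screen read the other way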
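Test system: SR-BI-overexpressing, LDLR-lacking CHO cells; Also added: labelled HDL, 10 µg/mL; Measured by: bottom-read cell fluorescence after medium removal, ex 550/em 595 nm; Timing: 3 h uptake period with compound, 37 °C; Buffer or medium: F12, 0.5% BSA, 25 mM HEPES; Doses: single compound concentration, delivered by pin transfer.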
* marks the source's active call; other numbers are inactive results; . = no result given. Rows are unselected; 3.6% or so of the library scored in one or more.

Fields: SR-BI DiI inh	phage Ecoli inh	Wnt bcat act	Tat export inh	MITF act	CAL PDZ FP-1	Ecoli viability	AddAB inh	CAL PDZ FP-2	SR-BI uptake up
> COc1ccc(CNCC(O)COCc2cccs2)cc1 (centres undefined)
 : .	1.6	.	1.5	.	-3.2	-0.8	-0.3	-2.3	.
> CCN(CC)CCn1c2c(c(SCC(=O)Nc3ccc(C)c(F)c3)nc1=O)CCC2
 : -21.3	3.9	-2.0	2.3	-0.8	-2.3	0.1	-1.8	0.6	21.3
> Cc1cc(C)c2c(n1)sc1c(O)cc(=O)[nH]c12
 : -5.5	2.5	-2.2	-18.5	2.0	-0.6	1.0	4.0	-5.4	5.5
> CCCOc1c(Br)cc(C2C3=C(CCCC3=O)N(C)C3=C2C(=O)CCC3)cc1OC
 : -8.0	2.0	-3.9	9.7	14.4	-2.5	-1.8	0.9	-2.9	8.0
> COC(=O)C1=C(C)NC(=S)NC1c1ccc(-c2cc(Cl)ccc2Cl)o1 (centres undefined)
 : .	-0.7	17.8	-4.9	-1.1	-1.8	-0.3	-1.9	-1.8	.
> Cc1cn(COC/C=C/c2ccccc2)c(=O)[nH]c1=O
 : -20.4	1.1	0.7	0.6	7.3	-2.4	-2.7	2.4	-2.1	20.4
> O=C(NCCN1CCN(c2ccccc2)CC1)C1CCN(S(=O)(=O)c2cccc3nonc23)CC1
 : 35.4	0.1	-0.9	-6.1	-10.3	-0.2	-1.5	2.2	3.9	-35.4
> C=CCNC(=O)c1ccc(Cn2cc(C(F)(F)F)ccc2=O)cc1
 : 4.9	2.1	-1.3	2.8	-6.0	0.1	-4.0	1.2	-4.1	-4.9
> O=C(c1cc([N+](=O)[O-])ccc1Cl)N1CCN(Cc2ccc3c(c2)OCO3)CC1
 : 24.7	4.0	-1.2	-6.9	-3.5	-0.3	-1.6	2.4	-2.7	-24.7
> CCOc1ncccc1C(=O)Nc1cc(S(=O)(=O)N2CCCCCC2)ccc1OC
 : -10.0	3.0	-1.5	-8.5	6.2	-0.8	.	.	-7.0	10.0
> CN1CCCC(OC(=O)c2cccc(S(=O)(=O)N3CCCCCC3)c2)C1 (centres undefined)
 : -10.2	1.5	-5.7	6.8	8.5	-2.8	-0.6	-2.5	-4.5	10.2
> O=C(Nc1ccc(NC(=O)N2CCN(c3ccccc3O)CC2)cc1)N1CCN(c2ccccc2O)CC1
 : 74.1*	2.6	-4.2	-2.7	5.9	-2.9	2.6	0.3	-2.6	-74.1
> O=C(NCc1ccco1)c1cc(S(=O)(=O)N2CCOCC2)ccc1Br
 : -17.2	-1.0	-0.4	3.6	12.9	0.6	-0.2	-2.2	.	17.2
> CC(C)[C@H](NC(N)=O)C(=O)NCCc1ccc(Cl)cc1Cl
 : 8.4	4.6	-0.4	12.6	1.8	0.3	1.8	2.7	-3.7	-8.4
> COc1ccccc1C(=O)C1CCCN(C(=O)CCc2ccccn2)C1 (centres undefined)
 : -0.7	3.7	-1.9	1.8	-13.6	-1.8	-1.5	0.8	-6.3	0.7
> CC(=O)C[C@@H](O)CC(=O)[C@H]1OC(=O)CC/C=C\Cc2ccccc21
 : -22.4	3.6	0.6	-0.9	-6.1	0.1	2.8	3.3	2.2	22.4
> COC(=O)C(CC(=O)c1cccc(OC)c1)c1ccc(F)cc1 (centres undefined)
 : 6.8	4.4	-7.6	2.5	12.3	-1.5	1.0	1.5	0.5	-6.8
> COc1ccc2c(c1OC)C(=O)N1N=C(c3ccc(Br)cc3)CC21 (centres undefined)
 : 29.9	.	.	-6.4	23.3	-4.4	-1.7	1.6	-1.0	-29.9
> Cc1ccc(C)c2[nH]c(=O)c(CN(Cc3ccc4c(c3)OCO4)Cc3nnnn3Cc3ccco3)cc12
 : 1.5	2.0	.	4.4	7.3	-2.2	1.9	0.2	-1.4	-1.5
> NS(=O)(=O)c1ccc(CCNC(=O)/C=C/c2ccc([N+](=O)[O-])cc2)cc1
 : 21.3	2.8	-1.0	8.9	11.4	-0.4	0.5	2.1	.	-21.3
> COc1ccc(/C(C)=C2\SC(=S)N(CCC(=O)O)C2=O)cc1
 : 1.2	0.9	.	-0.7	5.2	-3.4	1.5	1.7	.	-1.2
> CNC(C)C#Cc1ccc2oc3cc(C)c(C)cc3c(=O)c2c1 (centres undefined)
 : 61.9	0.8	18.4	1.0	24.4	-2.6	0.0	0.4	-0.4	-61.9
> Cc1cc(NS(=O)(=O)c2ccc(NC(=O)c3c(F)c(F)c(F)c(F)c3F)cc2)nc(C)n1
 : -17.7	3.1	0.9	-2.2	6.8	-1.2	1.2	-0.8	-1.3	17.7
> CCOC(=O)C1CCCN(C(=O)c2cncc(Br)c2)C1 (centres undefined)
 : 6.8	-0.7	.	-7.1	12.2	-0.8	-2.5	2.4	.	-6.8
> CC(C(=O)N1CCN=C1c1ccccc1)N1C(=O)c2ccccc2C1=O (centres undefined)
 : -2.3	3.4	-2.1	-3.0	.	-0.3	2.8	2.7	.	2.3
> COc1cc(CNCc2cccc(OC)c2OC)cc(OC)c1
 : -3.4	0.0	-1.8	-3.7	-6.2	-0.4	-0.7	1.7	.	3.4
> Cn1cc(CN2CCCCC2CO)c(-c2ccc(Oc3ccccc3)cc2)n1 (centres undefined)
 : 11.9	4.7	-10.4	4.2	-1.4	-0.1	3.6	1.5	-4.0	-12.0
> COc1ccc(C)cc1C(=O)CCC(=O)N1CCN(c2ccccc2F)CC1
 : 35.9	1.8	-1.0	2.7	5.4	-1.1	.	.	-1.9	-35.9
> CCOC(=O)N1CCN(C(=O)C2c3cc(OC)c(OC)cc3C(=O)N3CCc4ccccc4C23)CC1 (centres undefined)
 : 0.8	1.4	-4.1	0.7	.	-1.9	-1.3	1.5	-0.6	-0.8
> CCC(=O)N1CCN(CCN=CC2=C(O)CC(C)(C)CC2=O)CC1
 : -13.3	2.7	.	5.1	-1.5	0.2	-1.0	0.3	-6.6	13.3
> CCC(CO)Oc1cc(NC(=O)c2ccccc2)c2ncn(C(C)C)c2c1 (centres undefined)
 : 33.4	-0.6	-0.3	-6.9	-4.2	-0.6	-3.2	-3.2	1.2	-33.4
> CCCCC1CC(C)(C(=O)CSc2nc3ccccc3s2)OC1=O (centres undefined)
 : .	1.4	-0.5	6.5	.	-1.5	-2.1	1.0	-0.3	.
> Cc1ccc(CNC(=O)COC(=O)c2nc(-c3ccccc3)oc2C)cc1
 : -4.4	-0.8	6.8	-0.7	3.7	0.7	-2.8	-0.1	-2.5	4.4
> Cc1nn(C)c(Cl)c1CN1CCCC(CO)(Cc2cccc(Cl)c2)C1 (centres undefined)
 : 9.4	4.6	-4.7	-2.2	-15.1	-2.4	-0.7	-2.3	-2.2	-9.4
> O=C(O)Cn1ccc2cc(S(=O)(=O)N3CCCCCC3)ccc21
 : -4.3	0.0	-1.7	2.7	0.8	1.3	0.1	2.4	.	4.3
> Cc1nc2ccccn2c1C(=O)CSc1ccc(Cl)cc1Cl
 : -10.3	1.5	-9.9	2.9	7.1	-0.5	-1.1	1.6	-6.9	10.3
> Cc1onc(-c2ccccc2Cl)c1C(=O)NCc1nc(-c2ccccc2)no1
 : .	0.6	-2.7	-0.6	-12.5	-4.3	1.0	3.7	5.0	.
> CCOC(=O)c1sc(N)c(C#N)c1COC(=O)CNC(=O)c1cc(OC)c(OC)c(OC)c1
 : 51.1	0.9	-1.7	-6.5	-13.1	-0.4	1.4	2.0	.	-51.1
> COc1ccc(/C=N/NC(=O)c2ccncc2)cc1[N+](=O)[O-]
 : -5.1	1.2	-8.8	-5.5	-6.3	-1.7	2.0	2.0	-5.9	5.1
> CC(C)C(=O)N1CCC(CN=Cc2c(O)n(C3CCCCC3)c(=O)n(C3CCCCC3)c2=O)CC1
 : -46.1	3.5	-5.5	15.2	-10.2	-0.7	.	.	0.5	46.1
> O=C(COC(=O)c1ccc(Cl)c(S(=O)(=O)NCc2ccccc2)c1)NC1CC1
 : 9.0	0.4	-3.4	-3.1	.	-0.9	1.2	0.8	8.4	-9.0
> CCc1ccc(-c2nc(CN3CCC(C(=O)N4CCN(c5ccccn5)CC4)CC3)c(C)o2)cc1
 : 41.5	1.2	.	9.3	.	-0.4	-1.6	0.2	-1.0	-41.5
> COc1ccc(N(C(=O)C(C)C)S(=O)(=O)c2ccc3c(c2)n(C)c(=O)n3C)cc1
 : 2.2	2.8	.	-1.3	6.9	-2.2	2.0	-0.5	0.3	-2.3
> O=C(CN1CCN(S(=O)(=O)c2ccc(Cl)cc2)CC1)Nc1ccc2c(c1)OCO2
 : -8.8	1.3	.	-2.0	-3.0	-0.2	-1.9	1.0	-3.0	8.8
> Cc1cc(O)c2c(C)c(CC(=O)N3CCN(C(=O)C4COc5ccccc5O4)CC3)c(=O)oc2c1 (centres undefined)
 : 56.4	0.9	-1.9	-1.7	-5.3	1.5	-1.5	2.2	.	-56.4
> COc1ccc(N=Cc2oc3ccc4ccccc4c3c2O)cc1
 : 2.3	4.6	26.5	0.3	19.6	0.1	-2.8	0.7	-1.0	-2.3
